Source: PubChem BioAssay (several laboratories)
CDK5 p35 inh: blocks human CDK5/p35 kinase activity; Q00535+Q15078; Recombinant CDK5/p35, ADP-Glo luminescence, 60 min; inhibition, % at 10 µM; 330,000 compounds, 0.01% hits; AID 488839;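 active means highest replicate inhibition of at least 50% and at least 75% of replicates reaching 50%; inconclusive means only one of the two criteria met; inactive means both criteria failed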;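 further: plate controls were DMSO neutral control for no effect and GW8510 at 10 µM for full effect; many of its hits are not listed in these tables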
Target sequence (Q00535 whole entry, looked up): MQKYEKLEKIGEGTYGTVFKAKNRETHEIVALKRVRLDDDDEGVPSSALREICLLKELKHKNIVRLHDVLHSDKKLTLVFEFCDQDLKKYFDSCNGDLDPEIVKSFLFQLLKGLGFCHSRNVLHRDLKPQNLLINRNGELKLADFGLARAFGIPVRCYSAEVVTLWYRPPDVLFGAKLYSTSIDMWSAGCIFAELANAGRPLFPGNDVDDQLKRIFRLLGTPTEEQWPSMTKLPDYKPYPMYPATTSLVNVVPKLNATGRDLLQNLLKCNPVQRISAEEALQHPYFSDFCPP
Target sequence (Q15078 whole entry, looked up): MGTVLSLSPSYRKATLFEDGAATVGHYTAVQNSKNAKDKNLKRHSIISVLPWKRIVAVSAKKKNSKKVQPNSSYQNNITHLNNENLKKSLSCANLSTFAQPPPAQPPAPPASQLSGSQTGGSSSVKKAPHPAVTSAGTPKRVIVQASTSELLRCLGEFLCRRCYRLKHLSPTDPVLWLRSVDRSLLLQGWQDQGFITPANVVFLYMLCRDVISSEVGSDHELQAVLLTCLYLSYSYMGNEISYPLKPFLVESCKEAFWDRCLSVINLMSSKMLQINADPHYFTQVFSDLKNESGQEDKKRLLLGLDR
dFosB activator: enhances mouse delta FosB homodimer DNA binding | P13346 | purified delta FosB, TAMRA-CDK5 oligo fluorescence polarization; percent of positive-control signal above neutral wells | activation, % at 25 µM | 340,000 compounds, 0.99% hits;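 active means mean activation above about 17%, with every replicate also reaching it, limit read from the data, passing the limit was not always enough; inconclusive means only one of the two conditions met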;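 further: fluorescence polarization rise as delta FosB binds a TAMRA Cdk5 AP-1 oligo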
SR-BI uptake up: enhances SR-BI lipid uptake from DiI-HDL | CHO ldlA[mSR-BI] cells, DiI-HDL uptake fluorescence, 3 h; 100 = double the neutral-control signal | activation, % at 12.5 µM | 320,000 compounds, 0.096% hits;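 active means mean replicate activation of at least 60% and every replicate at or above 60%; inconclusive means mean or all-replicate condition met, but not both; inactive means mean below 60% and not all replicates reaching 60%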;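 further: 0% = median plate neutral-control signal and 100% = twice that signal; values of inactives mirror those of a sister screen read the other way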
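Assay system: CHO ldlA[mSR-BI] cells, LDL receptor-null, SR-BI overexpressing; medium: Ham's F12 with 0.5% BSA, HEPES 25 mM, pH 7.4; also added: DiI-HDL 10 µg/mL; timing: 3 h uptake period with compound, 37 °C; signal: DiI fluorescence, bottom read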
PvdQ inh: blocks Pseudomonas aeruginosa PvdQ acylase activity; purified PvdQ acylase, fluorescence plate reader; inhibition, % at 10 µM; 340,000 compounds, 0.063% hits; in the data active means inhibition above about 30%, passing the limit was not always enough; inconclusive means no clear call, values can overlap the other calls;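 further: 0% = vehicle neutral wells and 100% = reference inhibitor wells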
Rtt109 Vps75: blocks Candida albicans Rtt109/Vps75 acetyltransferase activity | 330,000 compounds, 0.16% hits | inhibition, % at 34.9 µM | purified Rtt109/Vps75, ThioGlo CoA-SH fluorescence, 4 h;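 active means inhibition of at least 50% in every replicate; inconclusive means best replicate reaches 50% inhibition but some replicates fall short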
Target sequence (Q5AAJ8 whole entry, looked up): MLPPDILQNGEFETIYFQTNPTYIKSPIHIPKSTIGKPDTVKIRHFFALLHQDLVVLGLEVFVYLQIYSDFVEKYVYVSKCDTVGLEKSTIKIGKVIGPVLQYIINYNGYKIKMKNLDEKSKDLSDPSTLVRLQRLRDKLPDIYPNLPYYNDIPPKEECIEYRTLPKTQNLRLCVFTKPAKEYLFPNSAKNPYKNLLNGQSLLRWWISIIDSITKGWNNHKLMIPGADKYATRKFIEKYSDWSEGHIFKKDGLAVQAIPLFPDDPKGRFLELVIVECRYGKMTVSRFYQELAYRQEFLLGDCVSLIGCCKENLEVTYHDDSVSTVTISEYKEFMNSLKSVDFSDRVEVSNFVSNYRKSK
SR-BI DiI inh: inhibitors of mouse SR-BI mediated HDL lipid uptake; inhibition, % at 12.5 µM; 320,000 compounds, 0.96% hits; AID 488896; ldlA[mSR-BI] CHO cells, DiI-HDL uptake fluorescence, 3 h;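 active means mean replicate inhibition of at least 70% and a set share of replicates each scoring 70 or more; inconclusive means meets just one of the two criteria; inactive means fails both criteria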;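 further: 0% = median of neutral control wells and 100% = median of positive control wells; values of inactives mirror those of a sister screen read the other way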
HTR5A ag ctr: activates human HTR5A in OPRM1-OPRD1 agonist counter-screen; P47898; 340,000 compounds, 0.61% hits; activation, % at 9.3 µM; HTR5A agonist assay, luminescence, cell-based; in the data active means activation mostly above about 9.5%, no sharp cut-off; inactive means mostly below about 7.6%;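 further: 0% = cells with vehicle only and 100% = reference agonist; strong numbers were not always called active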
Wnt bcat act: Wnt/beta-catenin pathway activation. activation, % at 9.35 µM. Wnt/beta-catenin reporter cell assay, activator, plate reader. 300,000 compounds, 1.2% hits. AID 743398; in the data active means activation above about 30%, passing the limit was not always enough; inconclusive means no clear call, values can overlap the other calls;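 further: 0% = neutral control wells and 100% = positive control wells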
RTF Ca sens act: cardiac RTF calcium sensitization. P19429+P45379. IANBD-labeled TnC RTF fluorescence at EC20 calcium; 0% EC20 calcium, 100% full calcium. activation, % at 7.2 µM. 340,000 compounds, 0.24% hits. AID 493008;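 active means activation above the mean over all tested compounds plus 3 SD, cut at about 30% in these data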;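 further: rise in fluorescence read as greater calcium sensitivity of cardiac thin filaments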
MITF act: increases MITF-driven TRPM1 promoter luciferase signal; SK-MEL-5 TRPM1-promoter luciferase, 24 h; % of positive control, neutral wells = 0; 300,000 compounds, 0.75% hits; activation, % at 12.5 µM;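 active means mean activation of at least 80% with every replicate also reaching 80%; inconclusive means mean reaches 80% but some replicate falls short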;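 further: 0% = neutral control wells and 100% = parthenolide positive control wells; values of inactives mirror those of a sister screen read the other way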
* marks the source's active call; other numbers are inactive results; ? = inconclusive; . = not tested or not shown.

no.	SMILES	CDK5 p35 inh	dFosB activator	SR-BI uptake up	PvdQ inh	Rtt109 Vps75
1	O=C(NC(Cc1c[nH]c2ccccc12)C(=O)N/N=C/c1cccnc1)c1cccs1 (stereo not drawn)	0.1	-2	8	-2	2
2	COCCn1c(SCC(=O)c2ccc(CNC(C)=O)o2)nc2ccccc2c1=O	-1.8	-7	21	1	-8
3	CCOC(=O)c1c(C)oc2c(F)c(F)c(F)c(F)c2c1=O	1.5	1	-13	11	4
4	CCOC(=O)C1=C(C(F)(F)F)Nc2ncnn2C1c1ccc(OC)c(OC)c1OC (stereo not drawn)	1.4	-12	17	-10	4
5	Cc1ccc(C2C(C#N)=C3N=C(N)c4ccccc4N3C3=C2C(=O)CCC3)cc1 (stereo not drawn)	1.8	0	14	11	2
6	CCn1c(SCc2nc3ccccc3c(=O)[nH]2)nnc1C(C)NC(=O)c1ccccc1 (stereo not drawn)	-0.6	-2	3	-14	2
7	CN(c1ccccc1)S(=O)(=O)c1cccc(NC(=O)Cn2cnc3ccccc3c2=O)c1	-0.6	-9	-10	-8	1
8	O=C(Nc1ccncc1)c1ccc([N+](=O)[O-])cc1Cl	-2.1	7	13	-5	-5
9	Cc1ccc(S(=O)(=O)N2CCN=C2c2ccccc2)cc1C	-1.5	2	5	-4	2
10	CN1CCN(C(=O)c2cc3nc(-c4ccc(F)cc4)cc(C(F)(F)F)n3n2)CC1	-1.5	-9	.	-8	-4
11	COc1cccc(NC(=O)CC(=O)c2ccc([N+](=O)[O-])cc2)c1	1.7	-7	13	5	2
12	COc1ccccc1OCc1nc2ccccc2n1C	-1.6	-3	3	-15	3
13	Cc1nn(C)c(C(=O)NNC(=O)Nc2cccc(C(F)(F)F)c2)c1Cl	-1.2	-9	11	-13	4
14	Cc1ccc(NC(=S)N2CCN(C(=O)C3CCCO3)CC2)c(C)c1 (stereo not drawn)	0.3	-1	14	-4	1
15	COc1cc(NC(=O)C2CCN(c3cnccn3)CC2)cc(OC)c1	-0.9	9	-10	-7	-3

no.	SR-BI DiI inh	HTR5A ag ctr	Wnt bcat act	RTF Ca sens act	MITF act
1	-8	-3	-2	-1	-11
2	-21	3	-1	-5	-4
3	13	-10	-1	1	-100
4	-17	-4	-3	11	7
5	-14	-1	?	-1	1
6	-3	5	0	1	-4
7	10	8	-4	-6	-5
8	-13	-1	-3	1	-4
9	-5	-3	.	1	-7
10	.	4	-1	-3	-3
11	-13	1	8	1	31
12	-3	3	3	0	44
13	-11	-3	-2	8	-13
14	-14	9	-2	-1	-8
15	10	-1	0	-2	-3

(more compounds)
no.	SMILES	CDK5 p35 inh	dFosB activator	SR-BI uptake up	PvdQ inh	Rtt109 Vps75
16	CC(C)CC(=O)NC(C)C(c1cccs1)N1CCOCC1 (stereo not drawn)	0.4	7	10	3	-4
17	CCOc1ccc(C(=O)Nc2cc(OC)ccc2OC)cc1	1.6	-10	-40	8	.
18	O=C(Cc1ccc(Cl)cc1Cl)NCC1(N2CCOCC2)CCCCC1	-6.8	-5	-1	-19	4
19	N#Cc1ccc(OCC(=O)N2CCN(S(=O)(=O)c3cccc(Cl)c3)CC2)cc1	0.1	-10	24	0	-1
20	COc1ccc(Nc2nc(-c3cccnc3)cs2)c(OC)c1	-0.3	-12	-26	-5	2
21	CC(=O)/C(N=Nc1cc2c(cc1[N+](=O)[O-])OCCO2)=C(\C)O	0.7	-3	-13	-5	-3
22	CCOc1ccc(C(=O)C2CCN(C(=O)c3ccccc3C(=O)O)CC2)cc1	0.9	-2	39	-15	-7
23	CC1CCN(C(=O)C(=O)c2cn(CC(=O)N3CCCCCC3)c3ccccc23)CC1	-1.1	-11	-16	-8	-18
24	Cc1ccc2cc(C(c3nnnn3C3CCCC3)N(Cc3ccco3)Cc3cccs3)c(=O)[nH]c2c1 (stereo not drawn)	1.4	-10	-14	-2	2
25	CCN(CC)S(=O)(=O)c1ccc(Cl)c(NC(C)=O)c1	1.2	1	4	-7	6
26	O=S1(=O)CSCS(=O)(=O)C1	-3.4	-9	20	-14	-1
27	CCC(Sc1nncn1C)C(=O)Nc1nnc(-c2ccc(Cl)cc2)s1 (stereo not drawn)	1.7	-4	5	-6	5
28	CC(=O)Nc1ccc(NC(=O)CCc2nc3ccccc3c(=O)[nH]2)cc1	-3.8	4	7	-9	.
29	Cc1ccc(NC(=O)c2ccc(OC(F)(F)F)cc2)cc1S(=O)(=O)N(C)C	0.7	-1	-33	7	6
30	COc1ccccc1C(c1nnnn1C1CCCC1)N1CCN2CCCC2C1 (stereo not drawn)	-6.1	-4	-11	4	1

no.	SR-BI DiI inh	HTR5A ag ctr	Wnt bcat act	RTF Ca sens act	MITF act
16	-10	6	0	-6	1
17	40	-3	.	-2	13
18	1	-2	-2	11	-7
19	-24	0	-4	-1	8
20	26	-3	3	-2	57
21	13	3	0	5	9
22	-39	1	.	5	-3
23	16	8	0	-3	-6
24	14	-4	4	1	5
25	-4	5	-2	7	0
26	-20	-3	0	3	-12
27	-5	1	5	5	9
28	-7	-7	5	-5	14
29	33	6	.	3	-2
30	11	4	.	2	4

New compounds follow.
no.	SMILES	CDK5 p35 inh	dFosB activator	SR-BI uptake up	PvdQ inh	Rtt109 Vps75
31	Cc1ccccc1NC(=O)Cn1nc(C(F)(F)F)cc1C1CC1	-0.6	-7	3	1	12
32	CCOCCCNC(=O)C1CCN(S(=O)(=O)N2CCCCC2)CC1	1.4	-12	15	9	-6
33	O=C(Cc1coc2ccc3ccccc3c12)Nc1nnc(C2CC2)s1	-0.1	7	.	-5	3
34	CCCCN1C2CCCC1CC(NC(=O)c1cccc(OC)c1)C2 (stereo not drawn)	1.6	-1	3	6	-2
35	COc1ccc2cc(C(=O)Nc3ccc(S(N)(=O)=O)cc3)sc(=O)c2c1OC	2.0	16	-16	-8	3
36	CCN(CC)S(=O)(=O)c1ccc(C)c(NC(=S)NC2CCCCC2)c1	0.7	-2	-9	-7	-5
37	COc1ccc(-c2csc(Nc3cc(C)ccn3)n2)cc1OC	2.0	-13	.	10	6
38	NCCCC[C@H]1CNC(=S)N1CC1CCCCC1	-0.8	0	22	-3	-5
39	COc1ccc(CN2CCSCC2)c(OC)c1C	-0.2	-1	.	-19	-1
40	CCN1CCN(C(=O)c2cn(CCOC)c(=O)c3c2c2ccccc2n3C)CC1	-4.1	-10	-17	-7	-4
41	CCOc1ccc2nc(NC(=O)C3CSC4(C)CCC(=O)N34)sc2c1 (stereo not drawn)	-1.2	-8	-12	-20	19
42	O=C(CN1C(=O)c2ccc([N+](=O)[O-])cc2C1=O)NCc1ccc(C(=O)O)cc1	-1.2	3	1	-6	-2
43	CCOC(=O)C1CCN(C(=O)C(=O)N2CCC(C(=O)OCC)CC2)CC1	1.5	-4	8	-3	3
44	Cc1ccnc(Nc2nc(-c3ccc(O)c(O)c3)cs2)c1	5.7	0	-47	-4	-2
45	CCn1cc(CN2CCN(Cc3ccsc3)C(CCO)C2)cn1 (stereo not drawn)	-0.9	-10	6	-2	5

no.	SR-BI DiI inh	HTR5A ag ctr	Wnt bcat act	RTF Ca sens act	MITF act
31	-3	-5	.	2	3
32	-15	4	.	-5	-11
33	.	8	-21	1	-19
34	-3	-3	1	2	-3
35	31	-4	-2	3	5
36	9	3	22	-4	-4
37	.	8	11	2	75
38	-22	2	-1	-2	1
39	.	-2	-4	10	-7
40	17	-4	.	4	17
41	12	-1	-1	1	30
42	-1	2	1	0	17
43	-8	2	.	-5	-1
44	47	4	8	-4	.
45	-6	2	1	-1	3

A second format for part of the listing above:
9	Cc1ccc(S(=O)(=O)N2CCN=C2c2ccccc2)cc1C
10	CN1CCN(C(=O)c2cc3nc(-c4ccc(F)cc4)cc(C(F)(F)F)n3n2)CC1

| entry no. | 9 | 10 |
| --- | --- | --- |
| CDK5 p35 inh | -1.5 | -1.5 |
| dFosB activator | 2 | -9 |
| SR-BI uptake up | 5 | . |
| PvdQ inh | -4 | -8 |
| Rtt109 Vps75 | 2 | -4 |
| SR-BI DiI inh | -5 | . |
| HTR5A ag ctr | -3 | 4 |
| Wnt bcat act | . | -1 |
| RTF Ca sens act | 1 | -3 |
| MITF act | -7 | -3 |

New compounds follow:
no.	SMILES	CDK5 p35 inh	dFosB activator	SR-BI uptake up	PvdQ inh	Rtt109 Vps75
46	COc1cc(/C=C(\C#N)c2ccccn2)ccc1OCC(=O)Nc1c(Cl)cccc1Cl	1.2	?	-55	-6	-3
47	COc1ccccc1CNS(=O)(=O)c1ccc2c(c1)CC(=O)N2C	0.4	-2	11	-11	-1
48	Oc1ccccc1C=NCCN1CCN(CCN=Cc2ccccc2O)C1c1ccccc1O (stereo not drawn)	0.8	1	-11	-11	-7
49	CCOC(=O)c1ccc(NC(=O)N2CCCCCC2)cc1	-0.7	2	3	0	6
50	CNC(=O)Nc1cccc(-c2ccnc(C)n2)c1	0.5	0	21	-10	-10
51	Cc1oc(C(C)(C)C)cc1C(N)=O	0.6	0	15	-4	-10
52	CCOc1cc(/C=N\NC(=O)OC(C)(C)C)ccc1OC(=O)c1ccco1	-8.0	-10	-22	-11	0
53	COc1ccc(OC)c2sc(N(CCN(C)C)C(=O)c3cc(Cl)sc3Cl)nc12	0.9	0	-49	-15	2
54	O=C(CCC1CCN(Cc2ccc(C#CCCO)cc2)CC1)NC1CC1	2.2	0	17	-1	2
55	COC(=O)c1ccccc1OCCOc1ccccc1C(=O)OC	0.4	3	-3	5	3
56	CC1(C)CC(=O)C2=C(C1)NC(=O)NC2c1ccc([N+](=O)[O-])cc1 (stereo not drawn)	-1.3	-4	.	-3	3
57	CC1(C)CC2(CCO1)N1CC3(C)CN2CC(C)(C1)C3O (stereo not drawn)	0.8	7	4	2	.

no.	SR-BI DiI inh	HTR5A ag ctr	Wnt bcat act	RTF Ca sens act	MITF act
46	55	-1	4	-3	16
47	-11	0	-2	-5	-3
48	11	-1	0	3	-18
49	-3	5	37*	3	98*
50	-21	2	-2	5	7
51	-15	-7	-1	0	-4
52	22	-2	-1	4	10
53	49	2	-4	2	-1
54	-17	-4	1	-5	.
55	3	0	-1	-6	-12
56	.	-1	-3	-7	-10
57	-4	-3	.	-3	3

Just Wnt bcat act (three entries from above):
No.	smiles	Wnt bcat act
14	Cc1ccc(NC(=S)N2CCN(C(=O)C3CCCO3)CC2)c(C)c1 (stereo not drawn)	-2
15	COc1cc(NC(=O)C2CCN(c3cnccn3)CC2)cc(OC)c1	0
16	CC(C)CC(=O)NC(C)C(c1cccs1)N1CCOCC1 (stereo not drawn)	0
